# Screening results as filed in PubChem.
# 12-LOX inh: ALOX12 (human) lipoxygenase inhibition | purified 12hLO, xylenol orange hydroperoxide absorbance | Potency, µM (doses to about 108 µM), without a hit: at the highest dose activity change, negative = inhibition, hits mostly inhibitors | 1.1% of 580,000 active | AID 1671190; note: potency is the fitted concentration of half-maximal effect; % is set by controls: 0 for no effect and ±100 for the full control effect
#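 Hydroperoxide product was detected by ferrous iron/xylenol orange as the 573 to 405 nm absorbance ratio. Arachidonic acid at 40 uM (final) was turned over for 30 min at room temperature by 150 nM human 12hLO, pH 7.0 Hepes buffer, after 15 min compound preincubation.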
# POLH inh: inhibitors of human DNA polymerase eta; recombinant Pol eta, fluorescent DNA replication assay; Potency, µM (titrated, usually from 114 µM), inactives show at the highest dose activity change, negative = inhibition, hits mostly inhibitors; 1.2% of 390,000 active; Q9Y253; note: potency is the fitted concentration of half-maximal effect; % is set by controls: 0 for no effect and ±100 for the full control effect
#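 Pol eta (10 nM) was preincubated with compounds for 15 min at room temperature, after which fluorescent replication substrate (50 nM final) was added to start the reaction. Fluorescence was read kinetically at 0 and 10 min.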
# APEX1 inh: APE1 (human) endonuclease inhibition; recombinant APE1, TAMRA/BHQ-2 abasic DNA cleavage fluorescence; Potency, µM (top dose mostly 65.8 µM), inactives show top-dose activity change, negative = inhibition, hits mostly inhibitors; AID 2517; P27695; 0.35% of 350,000 active;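 note: potency is the fitted concentration of half-maximal effect; plate controls were vehicle for no effect and reference inhibitor for full effect; nearly all actives have a fitted effect of over 55% in size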
#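 Step 1: APE1 (0.75 nM) with compound, 15 min RT. Step 2: add 50 nM fluorophore/quencher THF duplex. Step 3: three fluorescence reads 60 s apart (525/598 nm); read 3 minus read 1 = reaction progress.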
# RGS4 inh: human RGS4 inhibition | P49798 | Transcreener GDP fluorescence polarization, RGS4-accelerated GTP hydrolysis | Potency, µM (titrated, usually from 114 µM), inactives show at the highest dose activity change, negative = inhibition, usual class: inhibitors | 0.039% of 390,000 active; note: potency is the fitted concentration of half-maximal effect; % is set by controls: 0 for no effect and ±100 for the full control effect; nearly all actives have a fitted effect of over 75% in size; some results filed as inactive show a strong effect at the top dose
# Target sequence (P49798 whole entry, looked up): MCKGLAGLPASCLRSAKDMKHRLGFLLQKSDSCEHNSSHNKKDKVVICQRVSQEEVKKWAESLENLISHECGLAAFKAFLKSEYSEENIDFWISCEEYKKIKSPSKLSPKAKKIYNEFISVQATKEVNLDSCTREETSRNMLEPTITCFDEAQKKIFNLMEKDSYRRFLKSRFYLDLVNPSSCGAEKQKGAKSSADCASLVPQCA
#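 MLSMR compounds (23 nl, pin-transferred) preincubated 10 min at room temperature with a 500nM (2x) first reagent, then RGS4 at 900nM (2x) plus Transcreener GDP mix added; fluorescence polarization (620/688 nm) read before and after 90 min at 30 °C.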
# Apoferritin bind: binds horse apoferritin like a general anesthetic | 0.074% of 350,000 active | AID 485281 | P02791 | apoferritin/1-aminoanthracene competitive binding, fluorescence | Potency, µM (highest dose often 77.5 µM), for inactives: at the highest dose activity change, negative = displacement, most hits filed as inhibitors; note: potency is the fitted concentration of half-maximal effect; % is set by controls: 0 for no effect and ±100 for the full control effect; nearly all actives have a fitted effect of over 20% in size
# Target sequence (P02791 2-175 limits assumed): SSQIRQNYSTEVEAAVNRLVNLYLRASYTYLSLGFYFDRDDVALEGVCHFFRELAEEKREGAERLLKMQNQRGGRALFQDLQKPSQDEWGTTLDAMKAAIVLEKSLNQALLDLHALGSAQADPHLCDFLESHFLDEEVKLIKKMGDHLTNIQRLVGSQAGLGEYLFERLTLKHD
#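 10 uM apoferritin + 50% sat. 1-AMA, PBS; cpd 10 min RT; Ex380/Em535 endpoint; normalized to free probe vs complex; 4-param Hill fit; propofol titration as pos. ctrl.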
# Pol beta inh: blocks human DNA polymerase beta activity; Pol beta primer extension/strand displacement, fluorescence kinetic; Potency, µM (highest dose often 114 µM), for inactives: at the top dose activity change, negative = inhibition, hits mostly inhibitors; 1.3% of 340,000 active; note: potency is the fitted concentration of half-maximal effect; % is set by controls: 0 for no effect and ±100 for the full control effect
#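 Reaction started by 50 nM substrate onto compound-treated Pol beta (10 nM, 15 min preincubation, room temperature); plates read at 0 min and 10 min. Normalized concentration-effect data fitted by four-parameter Hill equation.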
# Pol kappa inh: blocks human DNA polymerase kappa activity. Q9UBT6. purified Pol kappa, fluorescent DNA synthesis assay, 10 min. Potency, µM (titrated, usually from 107 µM), without a hit: at the top dose activity, negative = inhibition, most hits filed as inhibitors. 0.53% of 400,000 active. AID 588579; note: potency is the fitted concentration of half-maximal effect; % is set by controls: 0 for no effect and ±100 for the full control effect
#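 Fluorescent qHTS in 1536-well format: enzyme (10 nM) and compound sat 15 min at room temperature before 50 nM substrate (final) was added. Signal taken at 0 and 10 min; no-enzyme buffer wells were negative controls.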
# ERG-DNA inh: ERG Ets/DNA interaction inhibition; P11308; fluorescence polarization, His-ERG Ets domain / labelled DNA; Potency, µM (highest dose often 76.9 µM), for inactives: at the highest dose FP activity, negative = inhibition, hits mostly inhibitors; 0.028% of 370,000 active; active = well fitted inhibition curve with a large enough effect in the polarisation, with a control signal flat; inconclusive = small, poorly fitted or top-dose-only effect, or effect the other way, or a change in a side signal; inactive = no such curve, though single readings can be large or run the other way; the % refers to the polarisation;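 note: polarization taken with two DNA probes labelled with fluorescein and Texas red; potency is the fitted concentration of half-maximal effect; % of control where 0% means no effect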
# Target sequence (P11308 whole entry, looked up, the tested form may be a part): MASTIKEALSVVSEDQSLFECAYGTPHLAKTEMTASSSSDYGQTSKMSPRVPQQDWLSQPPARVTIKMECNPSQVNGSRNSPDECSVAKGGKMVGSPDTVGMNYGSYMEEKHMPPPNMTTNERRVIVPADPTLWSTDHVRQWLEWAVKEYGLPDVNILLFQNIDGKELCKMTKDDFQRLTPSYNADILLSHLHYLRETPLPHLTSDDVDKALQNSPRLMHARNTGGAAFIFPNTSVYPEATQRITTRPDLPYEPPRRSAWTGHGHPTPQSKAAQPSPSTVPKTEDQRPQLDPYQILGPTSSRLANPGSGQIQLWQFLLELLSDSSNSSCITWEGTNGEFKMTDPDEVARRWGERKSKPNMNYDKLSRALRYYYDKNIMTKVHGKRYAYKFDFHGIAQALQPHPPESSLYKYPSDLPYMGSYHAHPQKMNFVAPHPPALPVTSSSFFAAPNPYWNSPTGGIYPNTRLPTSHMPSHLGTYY
#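 His-tagged ERG Ets domain (1 uM in the protein solution; 300mM KCl, 50mM Tris-HCl, 1mM EDTA, 1mM DTT, pH 7.5) received compound, then a probe mix of 5 nM fluorescein-DNA and 100nM Texas-615-DNA. Fluorescence polarization was read for both dyes.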
# LDHA block: LDHA (human) enzyme inhibition; activity change, % (values are at about 110 or 230 µM); purified LDHA, NADH/diaphorase-resazurin fluorescence; hits give low values; 0.15% of 480,000 active; P00338; in the data active = activity change below about -30%; inconclusive = mostly about -25% to -30%;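 note: plate controls were DMSO wells for no effect and wells without enzyme for full effect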
#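 Remaining NADH was detected by diaphorase (0.133 mg/mL) converting 37 µM resazurin to fluorescent resorufin, read at 0 and 20 minutes. The preceding 5-minute room-temperature reaction used 2 nM LDHA, 0.2 mM sodium pyruvate and 0.06 mM NADH at pH 7.4.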
# Numbers without * were called inactive; i = inactive; u = inconclusive; x = not tested or not shown; & = joins results of further samples; [ ] = another dose, or the depositor's remark. Unless noted, calls come from the whole dose curve; as a rule, active = well fitted curve in the direction sought with a large enough effect; inconclusive = small, poorly fitted or top-dose-only effect, or another doubt; inactive = no such curve, though single readings can be large; an effect the other way counts as inactive or inconclusive. This is a subset, so the mix of outcomes need not match the whole.
smiles | 12-LOX inh | POLH inh | APEX1 inh | RGS4 inh | Apoferritin bind | Pol beta inh | Pol kappa inh | ERG-DNA inh | LDHA block
Cc1ccc(-c2cc(C(=O)N/N=C/c3ccoc3)c3ccccc3n2)cc1 | i | -15% | 12% | -7% | -16% | 17% | 14% | -3% | 0
Cc1ccc(NC(=O)CN(C)C(=O)CSc2nc(C)cs2)cc1 | 0% | -7% | -2% | 11% | -14% | -1% | -5% | 0% | -9
CCC(C)OC(=O)/C(C#N)=C\c1ccc(-c2ccccc2Cl)o1 (centres undefined) | -27% | 0% | x | 9% | 70%[activator] | 2% | 1% | -5% | -1
CCOC(=O)N1CCN(C(=O)c2cccc(NC(=O)c3ccco3)c2)CC1 | 32%[activator] | -2% | 1% | 22% | -11% | 10% | -1% | -2% | -11
CCCCCCCCCCOC(=O)Cn1c(COc2ccc(OC)cc2)[n+](C)c2ccccc21 | x | -19%&-19% | 13%&10% | -17%&-7% | u | 42%&36% | -22%&-22% | -6%&6% | -8&1
CCOC(=O)C1=C(C)N=c2s/c(=C/c3ccc(OCC(=O)O)cc3)c(=O)n2C1c1cc(OC)c(OC)c(OC)c1 (centres undefined) | u | -1% | u | -8% | -14% | -16% | -6% | 12% | -5
CN(C)S(=O)(=O)c1ccc(NC(=O)COC(=O)C2COc3ccccc3O2)cc1 (centres undefined) | -10% | -3% | -2% | 7% | u | 42%[activator] | -9% | -3% | -6
CCN(C(=O)COC(=O)/C=C/c1cnc2ccccc2n1)C1CCS(=O)(=O)C1 (centres undefined) | -14% | -17% | 6% | -40% | -3% | 15% | 3% | 8% | 14
CCOC(=O)c1c(C)[nH]c(C)c1C(=O)CSc1nc2ccccc2c(=O)n1-c1ccccc1C | 4% | u | -6% | 12% | -17% | 19% | -22% | -4% | -2
O=C(Nc1nn(Cc2ccccc2F)cc1Br)c1cccs1 | -1% | -5% | 16% | -45% | -7% | 4% | -11% | -3% | -5
O=S(=O)(Nc1ccc(-c2ccc(N3CCOCC3)nn2)cc1)c1cc(Cl)ccc1Cl | 0% | -21% | -5% | -21% | x | x | -5% | 9% | 1
O=C(Nc1ccc(COc2ccccc2)cc1)Oc1ccccc1N1CCOCC1 | 12% | -9% | 4% | -4% | -20% | -27% | -2% | -4% | -2
CCn1c(SCc2ccc(C(=O)Nc3nccs3)cc2)nnc1-c1ccc(N)cc1 | 4% | -8% | 0% | -29% | -23% | -26% | 6% | -2% | -4
COc1ccc(NC2CCCN(C(=O)CCc3cn[nH]c3)C2)cc1 (centres undefined) | 29% | -15% | 12% | -13% | -5% | 26% | -11% | -6% | -6
CCN(CC)c1ccc(NC(=O)C(NS(=O)(=O)c2cccs2)C(C)C)c(C)c1 (centres undefined) | -44% | u | x | 15% | 44%[activator] | 16% | -30% | 7% | 3
CCCCC(=O)Nc1cc(C)c(NC(=O)c2cccs2)cn1 | 34%[activator] | 8% | 3% | -4% | -6% | 1% | -6% | 17% | -6
O=C(/C=C/c1ccc([N+](=O)[O-])cc1)OCC(=O)c1ccc[nH]1 | u | u | 9% | -43% | x | x | -12% | 5% | 0
COc1ccccc1CNC(=O)C1CCN(c2ncnc3c2nc2n3CCCCC2)CC1 | 38%&-14%[activator] | -15%&-7% | 74%[activator] | -1%&0% | 0%&0% | 1%&-23% | 1%&-8% | 19%&1% | 1&-1
CCN(c1ccccc1)c1nnc(NC(=O)Nc2ccc(Br)c(C)c2)s1 | -24% | -9% | x | 10% | -4% | 1% | 4% | 4% | -5
O=C(CSc1ccccn1)NCc1ccc2c(c1)OCO2 | -3% | -12% | -2% | -4% | -3% | 16% | -4% | 7% | -3
Cc1ccc(CN2CC(C(=O)Nc3ccc(C)cn3)CC2=O)cc1 (centres undefined) | 7%&-5% | 0% | 20% | 15% | x | x | -13% | 8% | -3&8
O=C(c1cnn2c1NC(c1ccc(Br)cc1)CC2C(F)(F)F)N1CCN2CCCC2C1 (centres undefined) | 1% | -26% | 0% | 16% | u | 2% | -17% | -5% | -4
Cc1ccc(NC(=O)CCC(=O)NNC(=O)c2cccc([N+](=O)[O-])c2)cc1C | 12% | -1% | -2% | 12% | -11% | 1% | 8% | -11% | -11
Cc1ccc(S(=O)(=O)NC(=O)c2cccc(Br)c2)cc1 | i | -6% | 18% | 4% | -2% | 1% | -1% | -9% | -1
Cc1cc(NC(=O)C2CC(=O)N(c3ccc(F)cc3)C2)no1 (centres undefined) | 67%[activator] | -13% | 2%[12.4 µM] | -15% | 6% | -26% | 6% | 0% | 0
C[C@@H](NC(=O)c1nc[nH]c1C(=O)NCCCCCNC(=O)OC(C)(C)C)c1ccccc1 | 17% | -25% | 1% | -1% | x | x | -10% | 6% | 4
O=C(COc1ccc(Cl)cc1Cl)NC(=O)N1CCCCC1 | 19% | 4% | 5% | -3% | -4% | -13% | -1% | x | -7
COc1ccc(N2CC(C(=O)Nc3c(C(N)=O)oc4ccccc34)CC2=O)cc1 (centres undefined) | -16% | 0% | 25% | -7% | x | x | 4% | -24% | -5
O=C(Nc1nnc(S(=O)(=O)N2CCCc3ccccc32)s1)c1ccccc1Cl | 1% | 56µM* | x | -17% | -13% | 4% | 4% | 2% | 1
CN(C(=O)CN1C(=O)S/C(=C\c2ccc(F)cc2)C1=O)C1CCS(=O)(=O)C1 (centres undefined) | 10% | 0% | 17% | 6%[56.9 µM] | -8% | -24% | -3% | 4% | -4

# Single values from the list:
# Reading of `Cc1cc(NC(=O)C2CC(=O)N(c3ccc(F)cc3)C2)no1` (centres undefined) in 12-LOX inh: 67%[activator]
# Reading of `CCCCCCCCCCOC(=O)Cn1c(COc2ccc(OC)cc2)[n+](C)c2ccccc21` in APEX1 inh: 13%&10%
# Reading of `CCOC(=O)N1CCN(C(=O)c2cccc(NC(=O)c3ccco3)c2)CC1` in LDHA block: -11
# Reading of `CCCCC(=O)Nc1cc(C)c(NC(=O)c2cccs2)cn1` in Pol kappa inh: -6%
# Reading of `CCN(CC)c1ccc(NC(=O)C(NS(=O)(=O)c2cccs2)C(C)C)c(C)c1` (centres undefined) in Apoferritin bind: 44%[activator]

# Some of the entries so far, with two lines to a compound.
# Screens in order – 12-LOX inh	POLH inh	APEX1 inh	RGS4 inh	Apoferritin bind	Pol beta inh	Pol kappa inh	ERG-DNA inh	LDHA block
O=C(/C=C/c1ccc([N+](=O)[O-])cc1)OCC(=O)c1ccc[nH]1
→ u	u	9%	-43%	x	x	-12%	5%	0
CCN(C(=O)COC(=O)/C=C/c1cnc2ccccc2n1)C1CCS(=O)(=O)C1 (centres undefined)
→ -14%	-17%	6%	-40%	-3%	15%	3%	8%	14

# New compounds follow
mol	12-LOX inh	POLH inh	APEX1 inh	RGS4 inh	Apoferritin bind	Pol beta inh	Pol kappa inh	ERG-DNA inh	LDHA block
C/C=C(/C)C(=O)Nc1cccc(C2=NOC3(C2)C[C@@H](C(N)=O)N(C(=O)CCCCC)C3)c1 (some centres undefined)	7%	-5%	2%	26%	-7%	-1%	-10%	-8%	1
CCc1ccc2c(c1)C(NC(C)=O)C(=O)N2CCN1CCOCC1 (centres undefined)	45µM*	u	-28%	-36%	5%	8%	-5%	-19%	1
CCOc1ccc(OCCC(=O)OCC(=O)Nc2ccc(N3CCOCC3)cc2)cc1	u	-13%	29%	-16%	-6%	5%	-3%	0%	1
COc1ccc(C(=O)C2CN(c3ccccc3)CC2c2ccc(Cl)cc2)cc1 (centres undefined)	5%	-18%	1%	-13%	-10%	7%	0%	-9%	-1
COc1ccccc1N(CC(=O)NC1CCCC1)C(=O)CCC(=O)Nc1cc(C)on1	2%	-12%	1%	16%	-3%	-1%	5%	-12%	-3
COc1ccc2oc(C(=O)OCC(=O)N(C)c3c(N)n(Cc4ccccc4)c(=O)[nH]c3=O)c(C)c2c1	u	-9%	33%	u	x	x	1%	18%	-6
COc1ccc(-c2noc(CCCC(=O)Nc3ccc(C(N)=O)cc3)n2)cc1OC	0%	-16%	0%	-10%	-11%	-2%	2%	-1%	0
COc1ccc(-c2noc(-c3ccc(N4CCOCC4)c([N+](=O)[O-])c3)n2)cc1	-4%	-5%	x	25%	u	-3%	-33%	-16%	-2
CCOC(=O)C(NC(=O)c1ccc(OC)cc1)(OCC1(CC)COC1)C(F)(F)F (centres undefined)	6%	-11%	-3%	-13%	-17%	8%	3%	-3%	-2
Cc1cccc(OCC(=O)OC(C)C(=O)Nc2ccc(S(=O)(=O)N3CCCCC3)cc2)c1 (centres undefined)	-16%	-17%	-20%	-2%	x	x	-18%	7%	0
O=C(Nc1ccccc1)N1CCCN(Cc2ccccc2F)C1	-8%	-15%	0%	3%	-12%	26%	7%	-1%	-3
COc1ccccc1/C=N/NC(=O)CCSc1ccccc1	0%	-23%	-5%	-10%	u	-1%	-6%	6%	-2
